HCMV antiviral – qHTS Assay for inhibitors of the human cytomegalovirus (HCMV); HFF cells, HCMV-luciferase reporter, 72 h; stronger effect = lower value; activity change, negative = inhibition, % at 57.5 µM; hit rate 4.5% among 410,000; AID 1259415, 2018; in the data active = activity change below about -60%; inconclusive = no clear call, values can overlap the other calls; inactive = above about -39%
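Steps: HFFs plated, 16 h 37C; compounds added; HCMV-luciferase added to MOI 1 PFU/cell; 72 h 37C; OneGlo reagent, 5 min room temperature; luminescence read, normalized to controls.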
AMA1-RON2 inh – qHTS for Inhibitors of AMA1-RON; Towards Development of Antimalarial Drug Lead: Primary Screen; AlphaScreen AMA1-biotinylated RON2 peptide binding; Potency, µM (highest dose often 58.2 µM), for inactives: top-dose activity change, negative = inhibition, usual class: inhibitors; hit rate 0.2% among 360,000; AID 720542, 2013;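 also: potency is read from the fitted curve at half-maximal effect; 0% = vehicle wells and -100% = peptide control; nearly all actives have a fitted effect of over 45% in size; some results filed as inactive show a strong effect at the top dose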
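AMA1 (3D7) with his tag at 25 nM final met compounds first, then biotinylated RON2 peptide at 25 nM; detection used donor plus acceptor beads, 10 µg/mL apiece, read by AlphaScreen after 30 min at room temperature.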
Sm TGR block – qHTS Assay for the Inhibitors of Schistosoma Mansoni Peroxiredoxins; AID 485364, 2010; Potency, µM (top dose mostly 114 µM), inactives show top-dose activity change, negative = inhibition, actives largely listed as inhibitors; purified TGR, DTNB reduction, TNB absorbance 405 nm; hit rate 3% among 360,000; also: potency is read from the fitted curve at half-maximal effect; nearly all actives have a fitted effect of over 60% in size
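Kinetic colorimetric format: TGR-catalysed, NADPH-driven DTNB reduction monitored via TNB absorbance. Enzyme dispensed at 20 nM; compound exposure 15 min at room temperature before reaction start.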
AmpC inh detg – qHTS Inhibitors of AmpC Beta-Lactamase (assay with detergent) | P00811 | AmpC hydrolysis of nitrocefin, absorbance 480 nm, 0.01% Triton | Potency, µM (highest dose often 114 µM), without a hit: top-dose activity change, negative = inhibition, hits mostly inhibitors | hit rate 0.041% among 370,000 | AID 485294, 2010;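 also: potency is read from the fitted curve at half-maximal effect; 0% = no-compound wells and -100% = no-enzyme wells; nearly all actives have a fitted effect of over 25% in size; some results filed as inactive show a strong effect at the top dose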
Target sequence (P00811 whole entry, looked up): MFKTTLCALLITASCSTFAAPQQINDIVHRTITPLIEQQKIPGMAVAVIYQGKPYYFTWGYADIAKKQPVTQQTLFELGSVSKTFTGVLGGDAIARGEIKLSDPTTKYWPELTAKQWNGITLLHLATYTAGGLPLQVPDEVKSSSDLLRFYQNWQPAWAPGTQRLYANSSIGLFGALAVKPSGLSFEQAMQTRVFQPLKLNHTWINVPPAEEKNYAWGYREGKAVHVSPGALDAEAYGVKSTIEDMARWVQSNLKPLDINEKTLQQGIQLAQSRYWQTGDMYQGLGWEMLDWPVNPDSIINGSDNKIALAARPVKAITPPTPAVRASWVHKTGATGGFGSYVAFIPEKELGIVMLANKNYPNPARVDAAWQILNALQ
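20 mM phosphate pH 7.0 + 0.01% (detergent screen) or 0.0001% Triton X-100; 5.3 nM AmpC reagent; cpd preinc 15 min RT; nitrocefin (800 uM stock) to start; A480 q20 s × 4 min; Activity was normalised to no-enzyme and no-compound control wells.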
FBPA Giardia inh – qHTS Assay for Inhibitors of Fructose-1,6-bisphosphate Aldolase from Giardia Lamblia | A8B2U2 | purified Giardia FBPA | Potency, µM (titrated, usually from 59.6 µM), for inactives: at the highest dose activity, negative = inhibition, hits mostly inhibitors | hit rate 0.71% among 290,000 | AID 2451, 2010; also: potency is read from the fitted curve at half-maximal effect; nearly all actives have a fitted effect of over 55% in size
Target sequence (A8B2U2 whole entry, looked up): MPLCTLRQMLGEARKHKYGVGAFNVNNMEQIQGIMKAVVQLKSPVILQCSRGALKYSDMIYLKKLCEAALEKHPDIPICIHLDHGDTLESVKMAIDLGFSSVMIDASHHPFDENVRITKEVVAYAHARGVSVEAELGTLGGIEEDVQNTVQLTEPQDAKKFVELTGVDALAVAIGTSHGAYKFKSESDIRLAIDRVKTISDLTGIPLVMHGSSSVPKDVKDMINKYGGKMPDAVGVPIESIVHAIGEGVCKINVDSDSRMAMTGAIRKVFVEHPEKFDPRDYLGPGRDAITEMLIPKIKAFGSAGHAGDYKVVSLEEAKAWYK
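40 nM FBPA preincubated 10 min at RT with compound (up to 57.5 uM final), then substrate plus GAPDH/TPI/NAD/arsenate coupling and diaphorase/resazurin added. Fluorescence read after 20 min at RT, 525/598 nm.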
AmpC no deterg – qHTS Inhibitors of AmpC Beta-Lactamase (assay without detergent) | AmpC nitrocefin hydrolysis, absorbance 480 nm, 0.0001% Triton | AID 485341, 2010 | Potency, µM (series often up to 57.1 µM), inactives show at the top dose activity change, negative = inhibition, actives largely listed as inhibitors | hit rate 0.52% among 330,000 | P00811;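 also: potency is read from the fitted curve at half-maximal effect; plate controls were no compound for no effect and no enzyme for full effect; nearly all actives have a fitted effect of over 20% in size; some results filed as inactive show a strong effect at the top dose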
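20 mM phosphate pH 7.0 + 0.01% (detergent screen) or 0.0001% Triton X-100; 5.3 nM AmpC reagent; cpd preinc 15 min RT; nitrocefin (800 uM stock) to start; A480 q20 s × 4 min; Activity was normalised to no-enzyme and no-compound control wells.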
Active calls of the source: *; ? = inconclusive; . = not tested or not shown; [ ] = another dose, or the depositor's remark. Unless noted, calls follow the shape of the dose curve; as a rule, active = well fitted curve in the direction sought with a large enough effect; inconclusive = small, poorly fitted or top-dose-only effect, or another doubt; inactive = no such curve, though single readings can be large; an effect the other way counts as inactive or inconclusive. Unless noted, % is scaled to controls: 0 for no effect and ±100 for the full control effect. Compounds were not picked by outcome; 7.8% or so of the library scored in one or more.

entry	smiles	HCMV antiviral	AMA1-RON2 inh	Sm TGR block	AmpC inh detg	FBPA Giardia inh	AmpC no deterg
1	Fc1ccc(CSc2nnc(-c3cnccn3)n2Cc2ccco2)cc1	2	-20%	?	1%	4%	2%
2	CC1CC(OC(=O)c2ccccc2)CC(C)N1C (stereo unspecified)	25	10%	-9%	-5%	-12%	-45%
3	CN(C)c1ccc(C(=O)OCC(=O)Nc2cccc(S(=O)(=O)N3CCCC3)c2)cc1	-16	-2%[11.6 µM]	.	.	.	-26%
4	CC(=O)NC1C(=O)N(CC(C)C)c2ccccc21 (stereo unspecified)	26	-18%	0%	1%	0%	14%
5	CCOC(=O)CCc1c(C)nc(-n2[nH]c(C)c(CCO)c2=O)[nH]c1=O	-24	83%[activator]	16µM*	9%	14µM*	2%
6	Nc1nnc(SCC(=O)NC2CCCc3ccccc32)s1 (stereo unspecified)	18	6%	-9%	-5%	3%	-11%
7	Cc1cccc(C)c1NC(=S)NCCc1ccccn1	38	13%	-1%	7%	-20%	-8%
8	CC(=O)N1N=C(c2cccs2)CC1c1cccs1 (stereo unspecified)	-8	12%	-8%[57.1 µM]	-1%	8%	-12%
9	O=C(CN1CCN(C(=O)C2CCCO2)CC1)Nc1c(Cl)cccc1Cl (stereo unspecified)	-3	15%	2%	?	-3%	-11%
10	CC(C)NCCOc1cccc(Br)c1	?	16%	-11%	0%	-14%	-6%
11	CCCC1=Nc2cc(C(=O)N3CCCC3)ccc2Sc2ccc(C)cc21	-6	-17%	-2%	0%	4%	169%[activator]
12	COc1cccc(C(=O)c2cn(CC(=O)NCc3ccco3)c3nc(C)ccc3c2=O)c1	-7	-10%	-5%	?	2%	-23%
13	Cc1ccc(S(=O)(=O)c2cn(CC(=O)Nc3ccc4c(c3)OCO4)c3ccccc3c2=O)cc1C	12	.	-15%	-7%	.	.
14	Cc1oc(S(=O)(=O)N(C)C)cc1C(=O)Nc1ccc(F)cc1	-24	-6%	6%	0%	1%	-11%
15	COC(=O)C1(S(=O)(=O)C2(C(=O)OC)CCCC2)CCCC1	53	12%	-5%	-10%	-1%	13%

Going on with the list.
entry	smiles	HCMV antiviral	AMA1-RON2 inh	Sm TGR block	AmpC inh detg	FBPA Giardia inh	AmpC no deterg
16	Cc1cc(S(=O)(=O)Nc2cccnc2)c(C)s1	16	-3%	0%	-9%	9%	-11%
17	COc1ccc(CCNC(=O)C2CC(c3ccccc3F)=NO2)cc1 (stereo unspecified)	4	-4%	7%	-9%	4%	-4%
18	COc1cc(OC)cc(C(=O)Nc2sc3c(c2C(N)=O)CCC3)c1	-16	86%[activator]	-20%	-13%	9%	-10%
19	C=CCN(CC=C)C(=S)NC(=O)/C=C/c1ccccc1	-26	14%	0%	?	-9%	-20%
20	Cc1ccc(C(=O)N/C(=C\c2cn(S(=O)(=O)N(C)C)c3ccccc23)C(=O)NCCCN2CCOCC2)cc1	28	17%	-7%	-13%	9%	178%[activator]
21	CCOC(=O)N1CCN(Cc2nc3c(c(=O)n(C)c(=O)n3C)n2CCC(C)C)CC1	16	-1%	0%	-17%	1%	15%
22	COc1ccc(NCc2ccccc2[N+](=O)[O-])cc1OC	5	-28%	-24%	0%	?	9%
23	CCN1CCc2c(OCC(=O)N3CCC(C)CC3)cccc2C1=O	-2	-3%	3%	2%	2%	-7%
24	CCC(NC(=O)NCc1ccccc1)(C(F)(F)F)C(F)(F)F	-11	-6%	-7%	?	4%	-23%
25	CCOC(=O)c1cccc(-n2c(C)cc(C=O)c2C)c1	-4	-2%[2.32 µM]	3%	-12%	1%	-17%
26	CC1CCCCN1C(=O)C(=O)c1cn(CC(=O)N2CCCCCC2)c2ccccc12 (stereo unspecified)	2	-1%	-29%	-1%	.	59%
27	NCCCC[C@H]1CNC(=O)C(=O)N1CC1CCCCC1	-7	-3%	11%	-8%	1%	-4%
28	Clc1ccc2c(c1)C1=C(C(c3ccncc3)O2)C(c2ccc(Br)cc2)n2ncnc2N1 (stereo unspecified)	-78*	-20%	6%	-3%	-26%	35%
29	NS(=O)(=O)c1ccc(CCNc2cc(=O)n(Cc3ccc(F)cc3)c(=O)[nH]2)cc1	?	-5%	1%	2%	-12%	-34%
30	COc1ccc(NC(=O)CSC2=Nc3ccccc3C3=NC(CCC(=O)NC4CCCCC4)C(=O)N23)cc1Cl (stereo unspecified)	16	.	10%	12%	.	.

(more compounds)
entry	smiles	HCMV antiviral	AMA1-RON2 inh	Sm TGR block	AmpC inh detg	FBPA Giardia inh	AmpC no deterg
31	Cc1ccc(-n2c(C)nc3c(cnn3-c3ccccc3Cl)c2=O)cc1C	-20	0%	-6%	0%	-4%	16%
32	O=C(c1ccc2c(c1)CCCC2)N1CCN(c2nc3c(F)cccc3s2)CC1	14	.	5%	-7%	.	.
33	CC(C)[C@H](NS(=O)(=O)c1ccc2c(c1)OCCO2)C(=O)OCC(=O)Nc1cccc(Cl)c1Cl	19	13%	-4%	-13%	-5%	-32%
34	O=C(CN1CCN(C(=O)c2cccc(S(=O)(=O)N3CCCC3)c2)CC1)Nc1cccc(F)c1	-14	27%	-7%	-6%	.	117%[activator]
35	Clc1cccc(CSc2nccn2-c2ccccc2)c1	38	?	-11%	-17%	-18%	-10%
36	Cc1ccc(SCCN2CCC(NC(=O)OCc3ccccc3)CCC2=O)cc1 (stereo unspecified)	15	-4%	6%	?	-4%	108%[activator]
37	Cn1c(SCC(=O)O)nnc1-c1cccc(NC(=O)c2cccc3ccccc23)c1	0	-10%	-1%	-11%	-8%	-29%
38	Cc1ccc(S(=O)(=O)N2CCN(C(=O)C3CCCCC3)CC2)cc1	-36	1%	-8%[11.4 µM]	-10%	2%	22%
39	COc1cccc(/C=N/NC(=O)C(=O)N2CCCCCC2)c1O	14	76%[activator]	-5%	-4%	.	-11%
40	Cc1csc(Nc2nc(N)c(C(=O)Nc3cc(Cl)ccc3F)o2)n1	-26	25%	6%	0%	10%	-43%
41	Cc1ccc2nc(N(CCCN(C)C)C(=O)c3sc4ccccc4c3Cl)sc2c1	-78*	?	?	-3%	-6%	155%[activator]
42	CCCCn1c(SCC(=O)Nc2cc(C)on2)nnc1-c1ccco1	-2	-16%	-35%	-10%	2%	-21%
43	CCC(=O)NCCc1nc2cc(NC(=O)Nc3ccccc3)ccc2n1C	14	-5%	1%	-1%	3%	-12%
44	CC(=O)N1C(=O)C2(C(C#N)=C(N)Oc3cc(C)oc(=O)c32)c2ccccc21 (stereo unspecified)	36	0%	-1%	-12%	-1%	-23%
45	O=C1NC2(CCCCCC2)C(=O)N1Cc1ccc(F)cc1Cl	-20	7%	-11%	-2%	0%	-25%

(next part)
entry	smiles	HCMV antiviral	AMA1-RON2 inh	Sm TGR block	AmpC inh detg	FBPA Giardia inh	AmpC no deterg
46	COc1cc(NC(=O)C2CCN(S(=O)(=O)c3ccc4c(c3)CCCC(=O)N4)CC2)cc(OC)c1	-10	.	-2%	2%	.	.
47	CCc1ccccc1NC(=O)C1CCN(c2nc3ccccc3[nH]2)CC1	?	.	2%	18%	.	.
48	Cc1ccc(/C=C2\Oc3c(ccc(O)c3CN3CCN(C)CC3)C2=O)cc1	-12	-10%	-17%	7%	-5%	27%
49	CCC(C)(C(=O)NC1CCCC1)N(Cc1cccs1)C(=O)c1ccccn1 (stereo unspecified)	2	1%	2%	0%	1%	-6%
50	CCCCc1nc(SCc2ccc([N+](=O)[O-])cc2)n[nH]1	?	-1%	.	-5%	-14%	-45%
51	O=C(O)c1ccc(S(=O)(=O)Nc2ccc(O)c(Sc3nc4ccccc4s3)c2)cc1	-8	0%	-6%	-8%	10%	-36%
52	COc1ccc(Cl)cc1S(=O)(=O)N1CCC(c2ccncc2)CC1	-32	.	-1%	5%	.	.
53	O=C(OCc1nnc(-c2ccc(Cl)cc2)o1)c1ccc(=O)n(Cc2ccccc2)n1	-39	38%[activator]	-10%	-7%	6%	19%
54	C[C@H]1NC(=O)[C@@]2(C)[C@H](c3ccccc3)[C@H]3COc4ccccc4[C@@H]3N2C1=O	-8	2%	.	.	.	-6%
55	Cn1c(N)c(C(=O)CSc2n[nH]c(N)n2)c(=O)n(C)c1=O	4	-15%	2%	-10%	.	-11%
56	O=C(Nc1ccc(S(=O)(=O)N2CCOCC2)cc1)c1cccnc1	10	-20%	3%	3%	2%	-16%
57	COc1cccc(CNC(=O)C2(C)Oc3ccccc3NC2=O)c1 (stereo unspecified)	4	-17%	-1%	?	0%	-12%
58	Cc1cc(C)n(-c2ccc(F)cc2)c(=O)c1C(=O)O	42	15%	0%	-1%	2%	-15%
59	CCC(=O)c1c(O)n(C2CCCCCC2)c(=O)[nH]c1=O	-14	-7%	?	-20%	-2%	-33%
60	CCCCN(C)C(=O)c1nc2ccccn2c1CNCCCn1ncc2ccccc21	-18	-1%	-36%	6%	4%	75%[activator]

Structures shown so far that contain a nitro group on carbon:
entry	smiles	HCMV antiviral	AMA1-RON2 inh	Sm TGR block	AmpC inh detg	FBPA Giardia inh	AmpC no deterg
22	COc1ccc(NCc2ccccc2[N+](=O)[O-])cc1OC	5	-28%	-24%	0%	?	9%
50	CCCCc1nc(SCc2ccc([N+](=O)[O-])cc2)n[nH]1	?	-1%	.	-5%	-14%	-45%

The listing continues.
entry	smiles	HCMV antiviral	AMA1-RON2 inh	Sm TGR block	AmpC inh detg	FBPA Giardia inh	AmpC no deterg
61	Cc1ccc2nc(-c3cccc(N)c3)[nH]c2c1	66	?	-3%	-1%	-20%	-22%
62	Cc1ccc(N(CCC(=O)O)S(=O)(=O)c2ccccc2)cc1	-21	-6%[2.32 µM]	6%	-10%	14%	-3%
63	CC(C)C(=O)Nc1cc(=O)[nH]c2ncnn12	2	17%	?	-10%	?	-24%
64	Cc1c(Cl)cccc1NC(=O)CNC(=O)Cc1c[nH]c2ccccc12	-3	2%	-26%	-5%	.	-31%
65	CC(C)(O)CNC(=O)C(Cc1ccccc1)N1C(=O)c2ccccc2C1=O (stereo unspecified)	25	1%	-7%	-6%	7%	3%
66	COc1cccc(N2CCN(S(=O)(=O)c3cc(Br)cc4c3N(C(=O)C3CC3)CC4)CC2)c1	8	.	-9%	-2%	.	.
67	COC(=O)C1CCN(C(=O)c2cc(-c3ccco3)nc3ccccc23)CC1	-5	?	.	.	.	133%[activator]
68	CCN1C(=O)/C(=C2/Sc3ccccc3N2CC)SC1=S	-25	-1%	0%	?	10%	-5%
69	CN1CCN(Cc2cc(Cl)c3cccnc3c2OC(=O)c2cccs2)CC1	?	37%[activator]	-3%	-4%	1%	-35%
70	CC1CCC(N2CCN(c3ncccn3)CC2)CC1 (stereo unspecified)	1	-6%	1%	-10%	0%	.
71	CCOC(=O)/C=C1\CN(Cc2ccc(OC)cc2)S(=O)(=O)c2ccccc21	-6	-3%	0%	-14%	4%	-4%
72	CC(C)NC(=O)Nc1ccc2c(c1)C(=O)N([C@H](C)CO)C[C@H](C)[C@@H](CN(C)C(=O)Nc1ccc(C(F)(F)F)cc1)O2	16	-6%	.	.	.	185%[activator]
